# BRCA1 expr up: activators of BRCA1 expression | MCF7-BRCA1-FFLuc reporter, luminescence, 48 h; response scale: scaled: vehicle 0%, 10 µM genistein 100% | Potency, µM (doses to about 46.1 µM), for inactives: at the highest dose activation, most hits filed as activators | 380,000 compounds, 1.1% hits; also: potency is read from the fitted curve at half-maximal effect; nearly all actives have a fitted effect of over 80% in size; some results filed as inactive show a strong effect at the top dose
#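 Quantitative HTS in MCF7 cells stably reporting BRCA1 expression via firefly luciferase. Compound treatment lasts 48 h at 37 °C in phenol-red free MEM. Activation is expressed relative to genistein at 10 microM and DMSO.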
# PKM2 activator: PKM2 (human) enzyme activation; P14618; purified PKM2, Kinase-Glo ATP luminescence, activation; response scale: 0% is enzyme alone, no compound; Potency, µM (doses to about 57.5 µM), for the others: top-dose activation, actives largely listed as activators; 260,000 compounds, 0.34% hits; also: potency is read from the fitted curve at half-maximal effect; % is scaled to controls: 0 for no effect and ±100 for the full control effect; nearly all actives have a fitted effect of over 55% in size
# Target sequence (P14618 whole entry, looked up): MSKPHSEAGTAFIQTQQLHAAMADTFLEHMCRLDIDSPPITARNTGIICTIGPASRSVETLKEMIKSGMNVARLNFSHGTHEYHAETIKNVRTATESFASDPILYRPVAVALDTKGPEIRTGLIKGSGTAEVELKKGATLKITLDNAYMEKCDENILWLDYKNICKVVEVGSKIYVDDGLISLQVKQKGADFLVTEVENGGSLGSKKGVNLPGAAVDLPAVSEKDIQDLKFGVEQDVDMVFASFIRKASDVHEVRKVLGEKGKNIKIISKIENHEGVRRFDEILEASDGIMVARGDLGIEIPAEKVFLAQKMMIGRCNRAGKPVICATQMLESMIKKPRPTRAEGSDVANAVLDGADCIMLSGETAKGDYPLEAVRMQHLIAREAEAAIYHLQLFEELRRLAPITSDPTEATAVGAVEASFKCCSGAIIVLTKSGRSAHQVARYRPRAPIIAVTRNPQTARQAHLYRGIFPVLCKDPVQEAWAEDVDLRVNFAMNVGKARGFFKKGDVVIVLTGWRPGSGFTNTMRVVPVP
#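 Purified hPK-M2 (>95% pure) converted ADP (0.1 mM final) to ATP with 0.5 mM PEP in 50 mM imidazole pH7.2, KCl, MgCl2, Tween 20, BSA; 1 h at room temperature. ATP detected by Kinase-Glo luminescence.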
# NPC1 promoter act: NPC1 promoter activation; Potency, µM (doses to about 9.22 µM), inactives show at the top dose activation, most hits filed as activators; 320,000 compounds, 2.4% hits; Huh7 NPC1 promoter luciferase reporter, 24 h;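 also: potency is read from the fitted curve at half-maximal effect; % of control where 0% means no effect; nearly all actives have a fitted effect of over 60% in size; reporter is driven by a mutant NPC1 promoter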
#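 Readout is luciferase luminescence, reflecting NPC1 promoter activation in stably transfected Huh7 cells after 24 h compound exposure at 37 °C in reduced-serum medium with 10% FBS.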
# FLuc modulator: counter-screen for miR-21 project: firefly luciferase inhibitors or activators | P08659 | purified FLuc, Km substrates, luminescence inhibition | Potency, µM (top dose mostly 57.5 µM), inactives show top-dose activity change, negative = inhibition, most hits filed as inhibitors | AID 588342 | 360,000 compounds, 6.9% hits;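 also: potency is read from the fitted curve at half-maximal effect; plate controls were vehicle for no effect and reference inhibitor for full effect; nearly all actives have a fitted effect of over 55% in size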
# Target sequence (P08659 whole entry, looked up): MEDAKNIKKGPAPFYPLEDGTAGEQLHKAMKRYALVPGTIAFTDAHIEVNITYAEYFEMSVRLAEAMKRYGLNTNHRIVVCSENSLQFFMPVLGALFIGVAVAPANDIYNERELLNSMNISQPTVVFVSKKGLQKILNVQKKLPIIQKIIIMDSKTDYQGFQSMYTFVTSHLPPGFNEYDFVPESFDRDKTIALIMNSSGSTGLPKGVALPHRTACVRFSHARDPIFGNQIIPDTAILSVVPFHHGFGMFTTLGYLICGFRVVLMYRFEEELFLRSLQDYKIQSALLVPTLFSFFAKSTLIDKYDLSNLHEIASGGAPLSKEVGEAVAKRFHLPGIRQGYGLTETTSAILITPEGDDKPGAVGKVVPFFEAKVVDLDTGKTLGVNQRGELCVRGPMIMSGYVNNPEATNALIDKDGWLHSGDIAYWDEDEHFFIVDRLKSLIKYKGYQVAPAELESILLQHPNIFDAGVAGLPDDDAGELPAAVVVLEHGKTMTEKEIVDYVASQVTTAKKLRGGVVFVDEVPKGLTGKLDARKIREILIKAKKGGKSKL
#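 Purified P. pyralis luciferase (10nM final) with 10uM D-luciferin and 10uM ATP (Km levels) in 50mM Tris acetate pH 7.5, 10mM Mg acetate, 0.01% Tween-20, 0.05% BSA; qHTS 6-point titration, ~60 µM downward; luminescence read.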
# p53 reactivator: mutant p53 re-activation in reporter cells. H1299 p53-A138V BP100-luciferase reporter, luminescence, 24 h. Potency, µM (highest dose often 92.2 µM), without a hit: at the highest dose activity change, positive = activation, usual class: activators. 320,000 compounds, 0.063% hits. AID 504706; also: potency is read from the fitted curve at half-maximal effect; % of control where 0% means no effect; nearly all actives have a fitted effect of over 45% in size
#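 H1299 (p53-null), stable ts p53-A138V + BP100-Luc; 1000 cells/well, Opti-MEM/10% FBS; cpd 4 pt, 1:5; 24 h, 37 deg C, 5% CO2; detection reagent 10 min RT; luminescence.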
# VP16 counter: counter-screen for ROR gamma inhibitors: Gal4-VP16 reporter | Drosophila S2 Gal4-VP16 UAS-luciferase, luminescence, 20 h | Potency, µM (top dose mostly 53.6 µM), inactives show at the highest dose activity, negative = inhibition, most hits filed as inhibitors | 310,000 compounds, 3.5% hits | AID 2546;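 also: Gal4-VP16 expression switched on by copper sulfate through the metallothionein promoter; potency is read from the fitted curve at half-maximal effect; % is scaled to controls: 0 for no effect and ±100 for the full control effect; nearly all actives have a fitted effect of over 50% in size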
# Giardia kill: kills Giardia lamblia. activity change, % at 7.66 µM, hits read low. Giardia lamblia trophozoite viability. 340,000 compounds, 0.15% hits; in the data active = activity change below about -80%; inconclusive = between about -30% and that limit;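 also: parasites exposed to compound for two days anaerobically before the ATP read; % is scaled to controls: 0 for no effect and ±100 for the full control effect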
#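 Trophozoites 100 cells/well + cpd; 48 hrs, 37 deg C, anaerobic. ATPLite 1-Step added, 15-30 min RT, luminescence read (ATP-based viability).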
# ELG1 genotoxic: genotoxicity induction in ELG1-luciferase HEK293T cells. HEK293T ELG1-luciferase reporter, luminescence, 16 h. Potency, µM (series often up to 46 µM), inactives show top-dose activity change, positive = activation, most hits filed as activators. 330,000 compounds, 1.3% hits; also: potency is read from the fitted curve at half-maximal effect; % of control where 0% means no effect; nearly all actives have a fitted effect of over 60% in size
#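 ELG1-luciferase HEK293T cells, 2,000/well; compound pinned in; 16 hr, 37 °C, 5% CO2; ONE-Glo, 30 min RT; luminescence on CCD imager.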
# Menin MLL FP TR: inhibitors of human menin-MLL interaction, mutant MLL peptide; 270,000 compounds, 0.23% hits; AID 1768; Menin + Texas Red MLL mutant peptide, fluorescence polarization; O00255; Potency, µM (titrated, usually from 61.6 µM), inactives show at the top dose FP activity change, negative = inhibition, most hits filed as inhibitors; active = well fitted inhibition curve with a large enough effect in the polarisation, with a control signal flat, not every such curve was filed as active; inconclusive = small, poorly fitted or top-dose-only effect, or effect the other way, or a change in a side signal; inactive = no such curve, though single readings can be large or run the other way; the % refers to the polarisation; also: potency is read from the fitted curve at half-maximal effect; % of control where 0% means no effect; many of its hits are not listed in these tables
# Rab9 prom act: activates the Rab9 promoter; Huh7 Rab9 promoter-luciferase reporter, luminescence, 24 h; Potency, µM (highest dose often 9.22 µM), inactives show at the highest dose activation, negative = inhibition, usual class: activators; 320,000 compounds, 2.8% hits; AID 485297; also: potency is read from the fitted curve at half-maximal effect; % of control where 0% means no effect; nearly all actives have a fitted effect of over 60% in size
#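 Luciferase signal after 10 min detection reagent at ambient indicates Rab9 promoter upregulation; stably transfected Huh7 cells were treated 24 h with compound in DMSO at 37 °C, 5% CO2.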
# RORgamma inh: inhibitors of mouse ROR gamma transcriptional activity; P51450; Potency, µM (doses to about 53.6 µM), without a hit: top-dose activity change, negative = inhibition, actives largely listed as inhibitors; 310,000 compounds, 5.4% hits; Drosophila S2 Gal4-RORgamma UAS-luciferase reporter, 20 h; also: potency is read from the fitted curve at half-maximal effect; % is scaled to controls: 0 for no effect and ±100 for the full control effect; nearly all actives have a fitted effect of over 60% in size
#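 Luminescence from a UAS-regulated Photinus luciferase reporter in stably transfected Drosophila Schneider cells is measured; decreased signal marks ROR gamma inhibition. Fusion expression is induced by 700 uM copper sulfate for 20 hr.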
# * = called active by the depositor; ? = inconclusive; · = not tested or not shown; [ ] = another dose, or the depositor's remark. Unless noted, calls follow the shape of the dose curve; as a rule, active = well fitted curve in the direction sought with a large enough effect; inconclusive = small, poorly fitted or top-dose-only effect, or another doubt; inactive = no such curve, though single readings can be large; an effect the other way counts as inactive or inconclusive. These rows are one share of the data. The share of hits here may be higher or lower than overall.
SMILES,BRCA1 expr up,PKM2 activator,NPC1 promoter act,FLuc modulator,p53 reactivator,VP16 counter,Giardia kill,ELG1 genotoxic,Menin MLL FP TR,Rab9 prom act,RORgamma inh
Cc1ccc(C)c(C(=O)CSc2nnc(C)s2)c1,49%,-4%,1%,-17%,1%,6%,2,8%,-26%,16%,20%
CCOc1ccccc1CNCCN1CCOCC1,0%,-4%,0%,-2%,-5%,-2%,15,0%,7%,0%,-16%
COc1ccc(NC2(c3ccc(Cl)cc3)C(=O)c3ccccc3C2=O)cc1,-19%,-3%,-4%,6%,3%,7%,-2,0%,?,6%,5%
Cc1ccc(SCC(=O)OCC(=O)N(C)CC(=O)Nc2ccccc2Cl)cc1,-13%,·,0%,-15%,-1%,·,-12,0%,·,-4%,·
Cc1ccc(-n2ccc(=O)c(C(=O)Nc3ccc(S(=O)(=O)Nc4nccc(C)n4)cc3)n2)cc1,-2%,·,0%,-2%,-4%,0%,-7,5%,36%[activator],-3%,-16%
CCCN(CCC)CCCNC(=O)c1cn(CCOC)c(=O)c2c1c1ccccc1n2C,-31%,1%,0%,-3%,19%,0%,-10,-6%,-7%,-8%,17%
CCc1ccc(C(=O)NNC(=O)C2CC(=O)N(c3ccc4c(c3)OCCO4)C2)cc1 (stereo not drawn),7%,·,-4%,-17%,-3%,·,21,-1%,·,1%,·
Cc1csc(CNC(=O)C2CCC(=O)N(CCCc3ccccc3)C2)n1 (stereo not drawn),23%,·,-7%,-1%,4%,-3%,2,2%,·,-1%,2%
O=C(CCn1cccc1)NCc1ccccc1,0%,-3%,-5%,1%,?,-8%,7,1%,9%,-5%,5%
Cc1cc(C)cc(N(CC(=O)Nc2cccc(C)n2)S(=O)(=O)c2c(C)noc2C)c1,-27%,3%,0%,6%,-13%,-19%,10,-3%,2%,-6%,?
CCOC(=O)c1c(CN(C)C)n(-c2ccccc2)c2cc(Br)c(OC)cc12,-25%,-5%,-1%,0%,-4%,-15%,15,-2%,-9%,-2%,26%
COCCN(C(C)=O)c1nnc(-c2cnccn2)s1,3%,20%,4%,-2%,10%,4%,-19,-1%,-2%,12%,1%
Cc1cc(=O)oc2c(C)c(OCC(=O)N3CCC(C(=O)O)CC3)ccc12,-16%,-7%,-3%,0%,9%,-1%,9,-2%,-11%,-7%,-9%
CCOC(=O)C1=C(C)NC(=S)NC1c1ccc(-c2ccc(Cl)cc2)o1 (stereo not drawn),-69%,-2%,2%,-10%,-6%,6.3µM*,2,-5%,-14%,-8%,2.5µM*
O=C1c2cc(S(=O)(=O)NCCCO)ccc2-c2ccc(S(=O)(=O)NCCCO)cc21,7%,28%,-1%,0%,2%,-2%,-3,-1%,·,-1%,3%
CCOc1ccccc1CN1CCN(Cc2cccc3nonc23)CC1CCO (stereo not drawn),-21%,-4%,-2%,-21%,0%,6%,10,-2%,7%,-5%,24%
Cn1c(Cc2ccccc2)n[nH]c1=S,3%,-5%,-3%,6%,-2%,-28%,1,2%,12%,1%,?
CCOc1cc(/C=C2/NC(=S)NC2=O)ccc1OCc1ccc([N+](=O)[O-])cc1,-16%,-1%,-7%,0%,-4%,-16%,-19,3%,18%,-11%,-35%
COc1ccccc1N(CC(=O)N(C)Cc1ccccc1)S(=O)(=O)c1cccs1,-15%,·,0%,·,2%,·,21,1%,·,-5%,·
O=C1CC(N2CCSCC2)C(=O)N1CCc1ccccc1 (stereo not drawn),-11%,-7%,-1%,2%,-5%,·,17,-4%,9%,-1%,-1%[0.365 µM]
Cc1nnc(NC(=O)C2COc3ccccc3O2)s1 (stereo not drawn),60%,-12%,?,24µM*,?,3%,-10,?,8%,?,-26%
Cc1ccc2[nH]c3c(c2c1)CN(C)CC3,6%,-8%,-6%,2%,-18%,8%,14,-3%,-6%,-1%,15%
CCS(=O)(=O)N1CCCC(C(=O)NCc2ccc(C)cc2)C1 (stereo not drawn),-25%,7%,-3%,2%,1%,6%,-5,-1%,14%,-2%,4%
CN(C)C(=O)COc1ccc(C(=O)/C=C/c2cccnc2)cc1,-20%,·,-2%,?,-15%,?,23,-6%,-16%,1%,18µM*
CCCCC(=O)Nc1ccc(C(=O)NCCN2CCOCC2)cc1,4%,-2%,-3%,3%,-4%,-11%,-4,0%,10%,3%,1%
CN(CC(=O)Nc1ccccc1Cl)C(=O)CSC(=S)N1CCCC1,-2%,·,5%,4%,6%,·,-7,1%,·,5%,·
O=C(CCC1COc2ccccc2O1)Nc1cccnc1 (stereo not drawn),19%,7%,-2%,1%,0%,-6%,3,-1%,-13%,-2%,-2%
Cc1cc(C(=O)NCCCN(C)C)c2ccccc2n1,16%,-1%,0%,0%,0%,-4%,-6,6%,10%,-6%,-10%
Cc1ccc(C(=O)Nc2c(C)cc(-c3ccccc3)oc2=O)cc1,-5%,6%,0%,4%,0%,6%,-14,-10%,2%,1%,-7%
CC(C)(C)c1ccc(C(=O)N2CCN(S(=O)(=O)c3ccc(Br)s3)CC2)cc1,-35%,·,1%,2%,0%,·,3,-5%,·,-1%,·

# Printed as active in RORgamma inh (from the list above):
SMILES | BRCA1 expr up | PKM2 activator | NPC1 promoter act | p53 reactivator | Menin MLL FP TR | Rab9 prom act | RORgamma inh
CCOC(=O)C1=C(C)NC(=S)NC1c1ccc(-c2ccc(Cl)cc2)o1 (stereo not drawn) | -69% | -2% | 2% | -6% | -14% | -8% | 2.5µM*
CN(C)C(=O)COc1ccc(C(=O)/C=C/c2cccnc2)cc1 | -20% | · | -2% | -15% | -16% | 1% | 18µM*

# Further records.
SMILES,BRCA1 expr up,PKM2 activator,NPC1 promoter act,FLuc modulator,p53 reactivator,VP16 counter,Giardia kill,ELG1 genotoxic,Menin MLL FP TR,Rab9 prom act,RORgamma inh
CCCCCNC(=O)CCCCn1c(=O)[nH]c2cc(OCC)c(OCC)cc2c1=O,0%,-3%,4%,1%,16%,-3%,-2,8%,-16%,-6%,-10%
COc1ccc(Cl)cc1Nc1nc(C)cc(C)c1C(N)=O,-28%,-1%,12%,3%,-4%,-16%,-16,9%,-3%,1%,-15%
C=C(C)CSc1nc(N)c2c(C)c(C)sc2n1,56%,3%,?,?,4%,10%,19,17%,26%,?,-5%
O=C(Nc1ccc(N2CCCCC2)cc1)C(Cl)c1ccccc1 (stereo not drawn),2%,-23%,?,3µM*,3%,8%[10 µM],-24,10µM*,0%,0%,-24%
COC(=O)c1cn(Cc2ccc(C(F)(F)F)cc2)cc(F)c1=O,4%,-8%,2%,-1%,-2%,4%,14,-3%,·,-6%,32%
CC1Cc2ccccc2N1C(=O)COC(=O)CNC(=O)c1ccc(Br)o1 (stereo not drawn),-7%,4%,0%,5%,-5%,-5%,-24,3%,27%,10%,19%
C#CCCCCCCC#CCN(C)C,37%,5%,-1%,2%,-1%,-3%,-15,1%,0%,-6%,-14%
COc1cccc(C(=O)NNC(=O)CCc2ccccc2)c1,38%,-4%,-1%,-2%,0%,4%[10 µM],-4,3%,1%,-2%,0%
CC(C)CN(C(=O)CSc1nc(-c2ccccc2)cn1N)c1c(N)n(Cc2ccccc2)c(=O)[nH]c1=O,-4%,·,-1%,?,6%,·,-1,?,·,0%,·
O=S(=O)(NCCc1csc(-c2cccnc2)n1)c1cccs1,29%,8%,2%,-2%,-1%,4%,-6,-28%,-17%,-3%,7%
Cc1nnc(NC(=O)CSc2ncnc3scc(-c4ccccc4)c23)s1,-31%,-5%,2%,-1%,0%,2%,6,-4%,·,2%,-5%
O=C(NNc1cccc(Cl)n1)Nc1ccccc1F,0%,1%,0%,-4%,6%,-7%,-4,5%,-15%,-4%,10%
Cc1ccc(CNC(C)c2ccccc2)cc1 (stereo not drawn),-18%,3%,0%,-1%,-3%,-18%,-11,-5%,2%,-2%,12%
COC(=O)[C@@]1(Cc2ccc(OC)cc2)[C@H]2c3cc(C(=O)N4CCCC4)n(CCc4c[nH]c5ccccc45)c3C[C@H]2CN1C(=O)c1ccccc1,-46%,3%,·,·,·,-3%,·,·,-3%,·,36%
CCOc1ccc(C2=NNC(c3cccs3)=Nc3ccc(OCC)cc32)cc1,·,0%,-1%,?,25%,?,·,10%,?,0%,?
CC(C)C(C)NC(=O)COc1ccc(S(=O)(=O)N2CCOCC2)cc1Cl (stereo not drawn),-12%,?,2%,-2%,-3%,2%,-12,-5%,-1%,-2%,-8%
NC(=O)Nc1ccc(C(=O)N2CCN(S(=O)(=O)Cc3ccccc3)CC2)cc1,-1%,·,-4%,0%,-10%,·,10,-1%,·,-4%,·

# From PubChem BioAssay
